T cruzi HTS = inhibitors of intracellular Trypanosoma cruzi, primary screen, cell-based, plate reader, single point, set 2; 22,000 compounds, 4.9% hits; intracellular Trypanosoma cruzi in host cells; activity score (inhibition), % at 5.01 µM; in the data active = activity score above about 55%;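 also: parasites and compound incubated about four days before reading; 0% = median of neutral control wells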
INS-1E rescue = protection of INS-1E cells from cytokine death, primary screen, ATP luminescence, single point | INS-1E cytokine-induced death, 48 h; normalised: neutral wells 0, positive control 100 | protection from cytokine-induced ATP loss, % at 10 µM | 20,000 compounds, 0.1% hits | AID 488910, 2010;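 active = mean replicate protection from cytokine-induced ATP loss at least 50% and at least 75% of replicates each reaching 50%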
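Assay system: INS-1E rat insulinoma cells. Amount: 8000 cells per well. Medium: phenol-red-free RPMI with 5% fetal bovine serum. Reagent: IL-1β, TNF-α and IFN-γ cytokine mix. Doses: one compound concentration, pin transfer. Schedule: 48 h co-treatment, 10 min post-lysis read. Detection: CellTiter-Glo luminescence measuring cellular ATP.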
* hit, by the source's call; nt = not tested or not shown.

SMILES	T cruzi HTS	INS-1E rescue
C[C@H](CO)N1C[C@H](C)[C@@H](CN(C)C)Oc2ccc(NC(=O)CCN3CCOCC3)cc2C1=O	0	-1
C[C@H]1CN([C@@H](C)CO)C(=O)Cc2cc(NC(=O)CCCCCC(=O)Nc3ccccc3N)ccc2O[C@@H]1CN(C)S(=O)(=O)c1ccccc1	-28	7
C[C@H](CO)N1C[C@H](C)[C@H](CN(C)S(=O)(=O)c2cn(C)cn2)Oc2c(NC(=O)CCCCCC(=O)Nc3ccccc3N)cccc2C1=O	-42	6
C[C@@H]1CN([C@H](C)CO)C(=O)c2cc(NC(=O)CCCN(C)C)ccc2O[C@H]1CN(C)Cc1ccc(-c2ccccc2)cc1	-14	-14
C[C@H]1CN([C@@H](C)CO)C(=O)c2cc(NS(=O)(=O)c3cn(C)cn3)ccc2O[C@@H]1CN(C)C(=O)Nc1ccc2c(c1)OCO2	-4	6
C[C@@H]1CN([C@H](C)CO)C(=O)Cc2cc(NC(=O)Nc3ccccc3)ccc2O[C@@H]1CN(C)S(=O)(=O)c1ccc(Cl)cc1	-4	7
COc1cccc(S(=O)(=O)N(C)C[C@@H]2Oc3ncc(-c4cccc(C(F)(F)F)c4)cc3C(=O)N([C@H](C)CO)C[C@@H]2C)c1	57*	nt
C[C@@H]1CN([C@@H](C)CO)C(=O)c2cccc(NC(=O)C3CC3)c2O[C@@H]1CN(C)C(=O)Nc1ccc(C(F)(F)F)cc1	-13	-1
Cc1noc(C)c1S(=O)(=O)N(C)C[C@@H]1Oc2ccc(NS(=O)(=O)c3ccc(F)cc3)cc2CC(=O)N([C@H](C)CO)C[C@H]1C	-13	12
C[C@@H]1CCCCO[C@@H](CN(C)C(=O)Nc2ccccc2)[C@@H](C)CN([C@H](C)CO)C(=O)c2cc(NC(=O)Nc3ccccc3)ccc2O1	-5	2

A portion of the results above, as a working copy:
SMILES	T cruzi HTS	INS-1E rescue
C[C@@H]1CN([C@@H](C)CO)C(=O)c2cccc(NC(=O)C3CC3)c2O[C@@H]1CN(C)C(=O)Nc1ccc(C(F)(F)F)cc1	-13	-1
Cc1noc(C)c1S(=O)(=O)N(C)C[C@@H]1Oc2ccc(NS(=O)(=O)c3ccc(F)cc3)cc2CC(=O)N([C@H](C)CO)C[C@H]1C	-13	12
C[C@@H]1CCCCO[C@@H](CN(C)C(=O)Nc2ccccc2)[C@@H](C)CN([C@H](C)CO)C(=O)c2cc(NC(=O)Nc3ccccc3)ccc2O1	-5	2

Single values from above.
Under T cruzi HTS, C[C@H](CO)N1C[C@H](C)[C@@H](CN(C)C)Oc2ccc(NC(=O)CCN3CCOCC3)cc2C1=O is entered as 0
Under INS-1E rescue, C[C@H](CO)N1C[C@H](C)[C@H](CN(C)S(=O)(=O)c2cn(C)cn2)Oc2c(NC(=O)CCCCCC(=O)Nc3ccccc3N)cccc2C1=O is entered as 6

(continued)
SMILES	T cruzi HTS	INS-1E rescue
COc1ccc(NC(=O)Nc2ccc3c(c2)C(=O)N([C@H](C)CO)C[C@@H](C)[C@@H](CN(C)C(=O)NC2CCCCC2)O3)cc1	-6	0
C[C@@H]1CCCCO[C@@H](CN(C)Cc2ccncc2)[C@@H](C)CN([C@H](C)CO)C(=O)c2cc(NC(=O)CCC(F)(F)F)ccc2O1	-5	-2
COc1ccc(NC(=O)N(C)C[C@H]2Oc3ccc(NC(=O)Nc4ccc5c(c4)OCO5)cc3C(=O)N([C@@H](C)CO)C[C@H]2C)cc1	-9	3
C[C@@H]1CN([C@@H](C)CO)C(=O)c2cc(NC(=O)Nc3ccccc3)ccc2O[C@H]1CN(C)S(C)(=O)=O	-8	-1
C[C@@H]1CN([C@@H](C)CO)C(=O)CCCn2nncc2CO[C@H]1CN(C)CC1CC1	-25	nt
O=C(N/N=C/c1ccc(-c2cccc(Cl)c2)o1)c1ccccn1	85*	13
COc1ccc(NC(=O)N(C)C[C@H]2Oc3ccc(NC(=O)Cc4cn(C)c5ccccc45)cc3C(=O)N([C@H](C)CO)C[C@@H]2C)cc1	-8	11
Cc1noc(C)c1NC(=O)N(C)C[C@@H]1Oc2ccc(N(C)C)cc2CC(=O)N([C@H](C)CO)C[C@@H]1C	-2	7
CC(C)NC(=O)Nc1ccc2c(c1)C(=O)N([C@@H](C)CO)C[C@H](C)[C@H](CN(C)C(=O)Nc1ccccc1)O2	-6	14
C[C@H]1CN([C@@H](C)CO)C(=O)Cc2cc(NS(=O)(=O)c3ccc(Cl)cc3)ccc2O[C@H]1CN(C)C(=O)Nc1ccc(C(F)(F)F)cc1	8	6
C[C@H](CO)N1C[C@H](C)[C@@H](CN(C)S(=O)(=O)c2ccc3c(c2)OCCCO3)OCc2cn(nn2)CCCC1=O	-3	nt
C[C@@H]1CN([C@H](C)CO)C(=O)c2cccc(NC(=O)Nc3cccc4ccccc34)c2O[C@H]1CN(C)S(=O)(=O)c1cn(C)cn1	4	-1
C[C@H]1CN([C@@H](C)CO)C(=O)c2cc(NS(=O)(=O)c3cccs3)ccc2O[C@@H]1CN(C)Cc1ccncc1	-15	nt
Cc1noc(C)c1NC(=O)N(C)C[C@H]1OCCCC[C@@H](C)Oc2ccc(NC(=O)Nc3ccc(F)cc3)cc2C(=O)N([C@H](C)CO)C[C@@H]1C	2	-11
C[C@@H]1CN([C@@H](C)CO)C(=O)c2cc(NC(=O)Nc3ccc(F)cc3)ccc2O[C@@H]1CN(C)C(=O)Nc1ccc(C(F)(F)F)cc1	15	-29
CC(C)NC(=O)N(C)C[C@H]1Oc2c(NC(=O)C3CC3)cccc2C(=O)N([C@@H](C)CO)C[C@H]1C	-12	10
C[C@H]1CN([C@@H](C)CO)C(=O)Cc2cc(N(C)C)ccc2O[C@H]1CN(C)S(=O)(=O)c1ccc(Cl)cc1	18	2
C[C@@H]1CN([C@@H](C)CO)C(=O)c2cc(NS(=O)(=O)c3cn(C)cn3)ccc2O[C@@H]1CN(C)C(=O)Nc1ccc2c(c1)OCO2	-5	2
C[C@H]1CN([C@@H](C)CO)C(=O)Cc2cc(NS(C)(=O)=O)ccc2O[C@H]1CN(C)C(=O)Nc1ccc2c(c1)OCO2	-16	6
CNC[C@@H]1Oc2c(NC(=O)NC3CCCCC3)cccc2C(=O)N([C@H](C)CO)C[C@@H]1C	0	2
C[C@@H]1CN([C@@H](C)CO)C(=O)Cc2cc(NC(=O)c3ccncc3)ccc2O[C@@H]1CN(C)Cc1ccccc1	0	1
C[C@H]1CN([C@@H](C)CO)C(=O)c2cccc(NC(=O)CCCCCC(=O)Nc3ccccc3N)c2O[C@H]1CN(C)Cc1ccc(Cl)c(Cl)c1	70*	9
C[C@@H]1CN([C@@H](C)CO)C(=O)CCCn2cc(nn2)CO[C@@H]1CN(C)C(=O)Nc1ccc2c(c1)OCO2	-20	nt
COc1ccc(NC(=O)Nc2cccc3c2O[C@H](CN(C)Cc2ccc(C(=O)Nc4ccccc4N)cc2)[C@H](C)CN([C@H](C)CO)C3=O)cc1	61*	9
O=C(O)CCCCCC(=O)N/N=C/c1ccco1	-24	17
C[C@H](CO)N1C[C@H](C)[C@H](CN(C)S(=O)(=O)c2ccccc2)Oc2c(NC(=O)C3CC3)cccc2C1=O	-48	14
Cc1noc(C)c1S(=O)(=O)N(C)C[C@@H]1Oc2c(NC(=O)C3CCOCC3)cccc2C(=O)N([C@@H](C)CO)C[C@@H]1C	-15	7
C[C@@H]1CN([C@@H](C)CO)C(=O)Cc2cc(NC(=O)CCCN(C)C)ccc2O[C@@H]1CN(C)CC1CCCCC1	-6	4
CC(C)NC(=O)Nc1cccc2c1O[C@@H](CN(C)S(=O)(=O)c1ccccc1)[C@@H](C)CN([C@H](C)CO)C2=O	-7	15
CC(C)NC(=O)N(C)C[C@H]1Oc2ccc(NS(C)(=O)=O)cc2C(=O)N([C@@H](C)CO)C[C@@H]1C	-16	1

The closing 6 records of the part above come first, to join the parts.
SMILES	T cruzi HTS	INS-1E rescue
O=C(O)CCCCCC(=O)N/N=C/c1ccco1	-24	17
C[C@H](CO)N1C[C@H](C)[C@H](CN(C)S(=O)(=O)c2ccccc2)Oc2c(NC(=O)C3CC3)cccc2C1=O	-48	14
Cc1noc(C)c1S(=O)(=O)N(C)C[C@@H]1Oc2c(NC(=O)C3CCOCC3)cccc2C(=O)N([C@@H](C)CO)C[C@@H]1C	-15	7
C[C@@H]1CN([C@@H](C)CO)C(=O)Cc2cc(NC(=O)CCCN(C)C)ccc2O[C@@H]1CN(C)CC1CCCCC1	-6	4
CC(C)NC(=O)Nc1cccc2c1O[C@@H](CN(C)S(=O)(=O)c1ccccc1)[C@@H](C)CN([C@H](C)CO)C2=O	-7	15
CC(C)NC(=O)N(C)C[C@H]1Oc2ccc(NS(C)(=O)=O)cc2C(=O)N([C@@H](C)CO)C[C@@H]1C	-16	1
C[C@@H]1CCCCO[C@H](CN(C)Cc2ccccc2)[C@@H](C)CN([C@H](C)CO)C(=O)c2cc(NS(=O)(=O)c3cccs3)ccc2O1	3	-7
C[C@H](CO)N1C[C@H](C)[C@@H](CN(C)C(=O)Nc2ccc3c(c2)OCO3)Oc2ccc(NC(=O)NC3CCCCC3)cc2C1=O	-6	0
C[C@@H]1CN([C@@H](C)CO)C(=O)c2cccc(NC(=O)Nc3ccccc3)c2O[C@H]1CN(C)S(=O)(=O)c1cn(C)cn1	-18	8
C[C@@H]1CCCCO[C@H](CN(C)C(=O)CCCN(C)C)[C@@H](C)CN([C@H](C)CO)C(=O)c2cc(N(C)C)ccc2O1	-36	12
C[C@@H]1CCCCO[C@@H](CN(C)C(=O)Nc2ccc(C(F)(F)F)cc2)[C@@H](C)CN([C@H](C)CO)C(=O)c2cc(NC(=O)Nc3cccc4ccccc34)ccc2O1	52	1
C[C@H]1CN([C@@H](C)CO)C(=O)c2cccc(NC(=O)c3ccc(-c4nccs4)cc3)c2O[C@@H]1CN(C)Cc1ccccc1	47	-23
C[C@H]1CN([C@@H](C)CO)C(=O)c2cccc(NS(=O)(=O)c3ccc(F)cc3)c2O[C@@H]1CN(C)C	2	8
C[C@H](CO)N1C[C@H](C)[C@@H](CN(C)C(=O)Nc2ccc(C(F)(F)F)cc2)Oc2ccc(NC(=O)NC3CCCCC3)cc2C1=O	1	10
C[C@@H]1CCCCO[C@@H](CN(C)CC2CCCCC2)[C@@H](C)CN([C@H](C)CO)C(=O)c2cc(NS(C)(=O)=O)ccc2O1	4	1
C[C@@H]1CN([C@H](C)CO)C(=O)CCCn2cc(nn2)CO[C@H]1CN(C)S(=O)(=O)c1ccccc1	-25	nt
C[C@H]1CN([C@@H](C)CO)C(=O)c2cccc(NC(=O)NC3CCCCC3)c2O[C@@H]1CN(C)S(=O)(=O)c1ccccc1	9	3
C[C@H](CO)N1C[C@H](C)[C@H](CN(C)Cc2ccc3c(c2)OCO3)Oc2ccc(NS(C)(=O)=O)cc2C1=O	-11	1
Cc1noc(C)c1NC(=O)Nc1ccc2c(c1)C(=O)N([C@@H](C)CO)C[C@@H](C)[C@@H](CN(C)Cc1ccc(C(=O)Nc3ccccc3N)cc1)O2	19	-9
C[C@H]1CN([C@@H](C)CO)C(=O)Cc2cc(NC(=O)CCC(F)(F)F)ccc2O[C@H]1CN(C)CC1CC1	-13	1
CC(C)NC(=O)Nc1ccc2c(c1)C(=O)N([C@H](C)CO)C[C@H](C)[C@H](CN(C)Cc1ccc(C(F)(F)F)cc1)O2	16	-8
C[C@H](CO)N1C[C@H](C)[C@H](CN(C)S(=O)(=O)c2cn(C)cn2)Oc2ccc(NC(=O)Cn3cnnn3)cc2C1=O	-8	-3
C[C@H]1CN([C@@H](C)CO)C(=O)c2cc(NC(=O)Cc3cn(C)c4ccccc34)ccc2O[C@@H]1CN(C)S(=O)(=O)c1ccc(Cl)cc1	18	-2
C[C@H](CO)N1C[C@H](C)[C@@H](CN(C)S(=O)(=O)c2ccc(F)cc2)Oc2ccc(NC(=O)CCCCCC(=O)Nc3ccccc3N)cc2C1=O	-13	16
C[C@H](CO)N1C[C@H](C)[C@@H](CN(C)S(=O)(=O)c2cccs2)OCc2cnnn2CCCC1=O	-24	nt
C[C@@H]1CN([C@H](C)CO)C(=O)c2cc(NC(=O)Cc3ccccc3)ccc2O[C@@H]1CN(C)Cc1ccc(Cl)c(Cl)c1	43	-14
COc1ccc(NC(=O)Nc2ccc3c(c2)CC(=O)N([C@@H](C)CO)C[C@H](C)[C@H](CN(C)Cc2ccc(C(=O)O)cc2)O3)cc1	-1	5
CNC[C@@H]1Oc2c(NC(=O)c3ccncc3)cccc2C(=O)N([C@@H](C)CO)C[C@@H]1C	-14	4
CC(C)NC(=O)N(C)C[C@H]1Oc2ccc(NC(=O)Cc3ccccc3)cc2CC(=O)N([C@H](C)CO)C[C@H]1C	-21	5
Cc1noc(C)c1NC(=O)Nc1ccc2c(c1)CC(=O)N([C@@H](C)CO)C[C@H](C)[C@H](CN(C)Cc1ccccc1)O2	-6	8
COc1ccc(S(=O)(=O)Nc2cccc3c2O[C@H](CN(C)Cc2ccccc2)[C@H](C)CN([C@H](C)CO)C3=O)cc1	23	-1
COc1cccc(OC)c1/C=N/NC(=O)CCCCCCC(=O)Nc1ccccc1O	9	2
C[C@@H]1CN([C@@H](C)CO)C(=O)c2cccc(NC(=O)c3cnccn3)c2O[C@@H]1CN(C)C(=O)Nc1cccc2ccccc12	2	7
COc1ccc(NC(=O)N(C)C[C@@H]2Oc3c(NS(=O)(=O)c4ccccc4)cccc3C(=O)N([C@@H](C)CO)C[C@H]2C)cc1	-6	11
